esBAF inh – Bmi1 luciferase reporter increase in mESCs, primary screen, esBAF inhibitor project, mouse ES cells, Bmi1 luciferase knock-in, single point; AID 602393, 2012; reporter increase, % at 12.5 µM; 24 h; 100% = twice the neutral-well signal; 350,000 compounds, 2% hits; in the data active means activation above about 40%;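 further: 0% = median of the plate's neutral control wells and 100% = double that signal; a rise in the Bmi1 reporter signal indicates esBAF inhibition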
SIRT5 block – SIRT5 desuccinylase inhibitors, primary screen, biochemical, fluorescence imaging, single point, set 5 | NAD-dependent protein deacylase sirtuin-5, mitochondrial (Homo sapiens), Q9NXA8 | Purified SirT5, succinyl-peptide AMC, trypsin-coupled fluorescence | inhibition, % at 15 µM | 330,000 compounds, 1.1% hits; in the data active means inhibition above about 15%
Target sequence (Q9NXA8 whole entry, looked up): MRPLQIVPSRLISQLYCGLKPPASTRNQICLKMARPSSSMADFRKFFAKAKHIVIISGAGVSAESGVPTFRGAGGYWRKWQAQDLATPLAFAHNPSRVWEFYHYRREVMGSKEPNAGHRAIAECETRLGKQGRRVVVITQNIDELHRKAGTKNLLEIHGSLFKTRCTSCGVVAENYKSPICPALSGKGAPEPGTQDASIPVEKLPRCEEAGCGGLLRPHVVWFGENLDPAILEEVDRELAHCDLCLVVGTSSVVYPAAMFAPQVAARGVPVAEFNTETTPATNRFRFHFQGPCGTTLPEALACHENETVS
LGR2 inh – inhibitors of bursicon-induced LGR2 CRE-luciferase signal, primary screen, cell-based, HEK293, CRE-luciferase reporter, bursicon stimulation. Drosophila bursicon receptor LGR2 (rickets). bursicon-stimulated, 4 h. inhibition, % at 9.99 µM. 380,000 compounds, 0.35% hits;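 active means drop in luminescence signal, shown as inhibition above about 50% in the replicate tests, limit read from the data, passing the limit was not always enough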;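 further: agonist challenge used bursicon conditioned medium at about half maximal strength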
FN deposit inh – inhibitors of fibronectin matrix deposition, primary screen, AH1F cells, Alexa488-fibronectin fluorescence, plate reader; 350,000 compounds, 0.086% hits; AH1F fibroblasts, overnight; AID 743247, 2014; inhibition, % at 12.6 µM;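 active means mean inhibition across replicates of 30% or more, regardless of how many single replicates reach that level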;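 further: positive control wells lacked labelled fibronectin entirely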
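Measured by – fluorescence 485/525 nm · System – AH1F fibroblast monolayer, labelled fibronectin deposition · Amount – 10000 cells per well · Buffer or medium – serum-reduced DMEM (2% serum) · Doses – single dose, pinned · Also added – fluorescent fibronectin at 24 nM final · Schedule – 1 h cell attachment, overnight exposure to compound and label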
Casp6 inh – human caspase-6 inhibitors, primary screen, biochemical, VEID-R110 fluorescence, single point, set 2. inhibition, % at 12.5 µM. P55212. 350,000 compounds, 0.53% hits. purified caspase-6, Z-VEID-R110 cleavage fluorescence. AID 686996, 2013;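 active means mean inhibition across replicates at least about 35%, with every replicate also reaching that limit, limit read from the data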;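 further: 0% = median of neutral control wells and 100% = no fluorescence left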
Target sequence (P55212 24-179 limits assumed): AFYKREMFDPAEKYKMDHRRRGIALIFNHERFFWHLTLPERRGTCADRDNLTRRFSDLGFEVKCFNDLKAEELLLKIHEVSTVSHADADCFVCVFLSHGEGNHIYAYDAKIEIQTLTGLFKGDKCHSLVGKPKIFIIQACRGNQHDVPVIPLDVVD
Target sequence (P55212 194-293 limits assumed): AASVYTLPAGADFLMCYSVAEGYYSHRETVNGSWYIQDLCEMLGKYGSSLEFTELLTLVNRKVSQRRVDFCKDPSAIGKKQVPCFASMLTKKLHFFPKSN
Statin myotox sup – suppressors of statin myotoxicity in C2C12 myotubes, primary screen, cell-based, single point, plate reader. 330,000 compounds, 0.78% hits. AID 602340, 2012. rescue of ATP level, % at 7.49 µM. C2C12 myotubes + simvastatin, ATP luminescence, 48 h; scaled: DMSO 0, geranylgeraniol control 100;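 active means mean ATP rescue above about 67%, or every replicate alone reaching that limit, limit read from the data, passing the limit was not always enough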;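 further: myotubes were challenged with 10 µM simvastatin during compound exposure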
S100A4 MyoIIA – inhibitors of S100A4-myosin IIA peptide binding, primary screen, biochemical, fluorescence polarization, TAMRA-MyoIIA peptide; Protein S100-A4 (Homo sapiens), P26447; inhibition, % at 10.7 µM; 360,000 compounds, 0.14% hits; AID 652163, 2013;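 active means mean inhibition of at least 70% across replicates, with every replicate also reaching that level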
Target sequence (P26447 whole entry, looked up): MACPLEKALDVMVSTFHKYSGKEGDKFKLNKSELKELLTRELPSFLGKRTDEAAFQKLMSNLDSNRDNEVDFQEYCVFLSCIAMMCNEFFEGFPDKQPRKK
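Material: human S100A4 monomer with TAMRA-labelled myosin IIA peptide; buffer or medium: HEPES pH 7.2 with CaCl2, KCl, NaCl, DTT, Triton; compound dosing: one concentration per compound; schedule: 5 min incubation before reading; benchmarks: neutral control DMSO, positive control TFP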
Numbers without * were called inactive; . = no result given. These rows are one share of the data, so the mix of outcomes need not match the whole.

cpd	SMILES	esBAF inh	SIRT5 block	LGR2 inh	FN deposit inh
1	O=C(NCCCN1CCN(c2cccc(Cl)c2)CC1)C1(S(=O)(=O)c2ccc(Cl)cc2)CC1	-2	.	.	2
2	CCOc1ccc(S(=O)(=O)N2CCC(C(=O)N3CCN(C)CC3)CC2)cc1Cl	4	-3	1	11
3	Cc1noc(C)c1S(=O)(=O)Nc1cccc2c1O[C@@H](CN(C)S(=O)(=O)c1ccccc1)[C@@H](C)CN([C@@H](C)CO)C2=O	-5	1	5	.
4	Cc1cc2c(cc1S(=O)(=O)CCC(=O)N(C)C1CCCCC1)OCC(=O)N2	-6	-4	-7	0
5	CN(C)CC#Cc1ccc([C@H]2[C@@H](CO)N(C(=O)C3CCC3)[C@H]2C#N)cc1	-2	-2	-4	-9
6	Cc1ccc(C)c(N2CCN(S(=O)(=O)c3csc(C(N)=O)c3)CC2)c1	-3	2	12	3
7	O=C(NC(Cc1c[nH]c2ccccc12)C(=O)O)/C(=C\c1ccccc1)NC(=O)c1ccccc1 (configuration not stated)	-9	0	17	0
8	CCOc1ccc(CCNC(=O)C2CCN(c3ccc(N4CCOCC4)nn3)CC2)cc1OCC	8	.	11	.

cpd	Casp6 inh	Statin myotox sup	S100A4 MyoIIA
1	.	18	.
2	-85	-2	-4
3	1	-51	-9
4	-2	2	-5
5	-2	0	-4
6	4	7	22
7	0	-1	-9
8	.	-17	.

Following part:
cpd	SMILES	esBAF inh	SIRT5 block	LGR2 inh	FN deposit inh
9	C[C@@H]1CN([C@H](C)CO)C(=O)c2cc(C#C[C@@H](C)O)cnc2O[C@H]1CN(C)CC1CCOCC1	-17	-5	-5	-3
10	CSC1=N/C(=C\c2ccccc2C)C(=O)S1	.	-3	3	.
11	Cc1ccc(S(=O)(=O)/N=C(\CCl)N2CCOCC2)cc1	.	.	-4	1
12	COc1ccccc1CNC(=O)c1ccccc1OC	14	4	-10	.
13	CC(=O)c1ccccc1OC(=O)COc1ccc(Cl)cc1C	.	1	8	-7
14	COc1ccccc1C(=O)N/C(=C\c1cn(C)c2ccccc12)C(=O)N1CCOCC1	0	3	11	-1
15	O=C(Nc1ccccc1F)N[C@H]1CC[C@@H](CCNC(=O)C2CC2)O[C@H]1CO	0	8	-6	3
16	C[C@@H]1CN([C@H](C)CO)C(=O)c2cc(NS(=O)(=O)c3ccc(Cl)cc3)ccc2O[C@@H](C)CCCCO[C@H]1CN(C)S(=O)(=O)c1ccc(F)cc1	2	-1	14	3

cpd	Casp6 inh	Statin myotox sup	S100A4 MyoIIA
9	8	-5	42
10	1	.	-8
11	11	.	-2
12	-1	-6	-23
13	-3	.	-10
14	-1	-2	-4
15	-2	4	1
16	1	.	-1

The list goes on, overlapping the part above by six compounds.
cpd	SMILES	esBAF inh	SIRT5 block	LGR2 inh	FN deposit inh
11	Cc1ccc(S(=O)(=O)/N=C(\CCl)N2CCOCC2)cc1	.	.	-4	1
12	COc1ccccc1CNC(=O)c1ccccc1OC	14	4	-10	.
13	CC(=O)c1ccccc1OC(=O)COc1ccc(Cl)cc1C	.	1	8	-7
14	COc1ccccc1C(=O)N/C(=C\c1cn(C)c2ccccc12)C(=O)N1CCOCC1	0	3	11	-1
15	O=C(Nc1ccccc1F)N[C@H]1CC[C@@H](CCNC(=O)C2CC2)O[C@H]1CO	0	8	-6	3
16	C[C@@H]1CN([C@H](C)CO)C(=O)c2cc(NS(=O)(=O)c3ccc(Cl)cc3)ccc2O[C@@H](C)CCCCO[C@H]1CN(C)S(=O)(=O)c1ccc(F)cc1	2	-1	14	3
17	CCOC(=O)C1(Cc2cccc(OC)c2)CCCN(C(=O)c2cc(C)[nH]n2)C1 (configuration not stated)	.	8	-43	6
18	C#CCOCCOCCOCCNc1nc(N2CCN(C(=O)[C@H](CCC(=O)O)n3cc(CN)nn3)CC2)nc(N2CCN(C(=O)[C@H](CCC(=O)O)n3cc([C@@H](N)[C@H](C)CC)nn3)CC2)n1	3	-5	-2	-18
19	COc1ccc([C@@H]2[C@@H]3C(=O)N(C(C)(C)C)C(=O)[C@@H]3[C@]3(Cc4ccccc4)C(=O)N(c4cccc(Br)c4)C(=O)N23)cc1	.	-2	3	-18
20	O=C(NCCc1ccccc1)/C(=N\O)c1ccccc1	15	.	-39	.
21	COC(=O)c1sccc1NC(=O)c1cc(C)on1	-26	-1	1	.
22	CC(=O)Nc1cc(-c2ccc(S(C)(=O)=O)cc2)cn2c(-c3ccc(F)cc3)cnc12	-5	-3	-12	5
23	O=C(/C=C/c1ccco1)N1CCN(S(=O)(=O)c2ccc(F)c(F)c2F)CC1	-4	0	-10	-2
24	C[C@H]1CCCCO[C@@H](CN(C)C(=O)CCCN(C)C)[C@@H](C)CN([C@@H](C)CO)C(=O)c2cc(NS(=O)(=O)c3ccc(F)cc3)ccc2O1	14	-3	-7	5

cpd	Casp6 inh	Statin myotox sup	S100A4 MyoIIA
11	11	.	-2
12	-1	-6	-23
13	-3	.	-10
14	-1	-2	-4
15	-2	4	1
16	1	.	-1
17	-3	.	4
18	-2	3	-1
19	0	.	1
20	.	11	.
21	-2	13	-1
22	2	6	-13
23	-1	0	1
24	2	.	0

(continued)
cpd	SMILES	esBAF inh	SIRT5 block	LGR2 inh	FN deposit inh
25	COc1ccc(C2(C#N)CCC(=O)N2c2ccccc2)cc1 (configuration not stated)	.	-3	.	7
26	CCS(=O)(=O)Nc1ccc2c(c1)C(=O)N(C)C[C@@H](OC)[C@@H](C)CN(CC1CCCCC1)[C@H](C)CO2	-5	1	-18	-11
27	CC(C(=O)NC1CCCCC1)N1C(=O)C2C3C=CC(C3)C2C1=O (configuration not stated)	.	-3	9	2
28	CN(C)c1cc(-c2ccccc2)nc(N)n1	0	1	2	.
29	NC(=O)c1c(NC(=O)CSc2nc(N)cc(=O)[nH]2)sc2c1CCCC2	-7	-1	-2	3
30	COc1cccc(C(=O)Nc2ccc3c(c2)C(=O)N(C)[C@@H]2CC[C@@H](CC(=O)NCc4ccc(F)cc4)O[C@@H]2CO3)c1	7	.	6	-8
31	C[C@@H]1CN([C@@H](C)CO)S(=O)(=O)c2ccc(-c3ccccc3)cc2O[C@@H]1CN(C)Cc1ccncc1	-3	10	8	-15
32	Cc1onc(-c2ccccc2)c1C(=O)NCCCc1ccccc1	-3	-4	-6	10

cpd	Casp6 inh	Statin myotox sup	S100A4 MyoIIA
25	-2	.	-7
26	0	7	-35
27	3	.	1
28	-1	.	-3
29	1	12	-5
30	.	5	.
31	1	-43	16
32	0	0	-3

Carrying on.
cpd	SMILES	esBAF inh	SIRT5 block	LGR2 inh	FN deposit inh
33	Nc1nc(C(F)(F)F)cc(=O)n1N	-8	6	18	.
34	Cc1ccc(NC(=O)C(C)OC(=O)CSc2ccccc2)cc1 (configuration not stated)	4	.	-7	-10
35	C[C@H](CO)N1C[C@H](C)[C@@H](CN(C)C(=O)c2ccc3c(c2)OCO3)Oc2ncc(C#Cc3ccccc3F)cc2C1=O	3	1	-22	3
36	Cc1ccc2c(c1)N(CC(=O)N1CCCCCC1)C(=O)c1cccnc1O2	-1	0	11	2
37	COc1ccc(OC)c(-c2nc(C(=O)NCC3CCCO3)cc3c2[nH]c2ccccc23)c1 (configuration not stated)	2	.	.	.
38	CCOC(=O)CC(=O)CSc1nnc(Cn2c(=O)sc3ccccc32)n1C	2	.	-2	3
39	O=c1[nH]ncc(N/N=C\c2cccnc2)c1Cl	.	-2	7	-2
40	COC(=O)c1cc(=O)n(Cc2cccs2)c(=NCc2cccs2)s1	-12	.	3	4

cpd	Casp6 inh	Statin myotox sup	S100A4 MyoIIA
33	-5	4	1
34	2	-3	0
35	5	11	-3
36	-4	5	2
37	-3	8	53
38	.	11	.
39	1	.	1
40	.	-5	.

Next records follow.
cpd	SMILES	esBAF inh	SIRT5 block	LGR2 inh	FN deposit inh
41	Cc1ccc(OCCCn2ccnc2)cc1C	9	.	-1	.
42	OC[C@H]1O[C@@H](c2nc(-c3ccccc3Br)no2)[C@H](O)[C@@H](O)[C@H]1O	-6	-6	2	2
43	CCOC(=O)N/N=C(C)/C=C/c1ccccc1	.	0	.	-6
44	Cc1ccc(Cn2nnc3c(=O)n(CC(=O)NCc4ccc5c(c4)OCO5)cnc32)cc1	9	0	-1	.
45	COc1ccc(CN(C)C[C@@H]2OCCCC[C@H](C)Oc3ccc(NC(=O)c4ccncc4)cc3C(=O)N([C@H](C)CO)C[C@H]2C)cc1	-3	0	10	5
46	CCN1CCN(CC(=O)N/N=C/c2cc(Br)cs2)CC1	-3	0	-9	1
47	Cc1c(OCC(=O)N[C@@H](Cc2ccccc2)C(=O)O)ccc2c3c(c(=O)oc12)CCC3	-5	-1	.	.
48	O=S(=O)(c1cc(Cl)ccc1Cl)n1nnc2ccccc21	-8	.	.	0

cpd	Casp6 inh	Statin myotox sup	S100A4 MyoIIA
41	.	8	.
42	0	-1	6
43	-1	.	1
44	-3	27	-1
45	7	.	7
46	-13	0	3
47	9	-1	-5
48	.	-2	.

Continuation.
cpd	SMILES	esBAF inh	SIRT5 block	LGR2 inh	FN deposit inh
49	COc1ccccc1S(=O)(=O)N[C@@H]1CC[C@H](CCNC(=O)C2CCC2)O[C@H]1CO	2	-1	7	.
50	C[C@@H]1CN([C@H](C)CO)C(=O)c2cc(NC(=O)CCCCCC(=O)Nc3ccccc3N)ccc2O[C@@H]1CN(C)Cc1ccc(Oc2ccccc2)cc1	.	-1	-1	-13
51	CCN(CC)S(=O)(=O)c1cccc(NC(=O)COC(=O)c2ccc(Br)o2)c1	-4	2	-8	4
52	CC(=O)c1cc(C)c(OCc2cn(CC(=O)c3ccc(O)cc3)nn2)c(C)c1	-4	1	-2	9
53	CC1CCc2c(sc(NC(=O)CCCn3cnc([N+](=O)[O-])n3)c2C(N)=O)C1 (configuration not stated)	-6	.	15	-15
54	CCNc1nc(NCC)nc(N(C)N)n1	-10	.	.	-4
55	C[C@@H]1CN([C@H](C)CO)S(=O)(=O)c2ccc(-c3ccncc3)cc2O[C@@H]1CN(C)C(=O)Nc1ccc(C(F)(F)F)cc1	2	-6	-4	-3
56	CCN(Cc1ccccc1)C(=O)CSc1ccccc1C(=O)O	.	-2	-22	1

cpd	Casp6 inh	Statin myotox sup	S100A4 MyoIIA
49	1	-1	3
50	2	.	8
51	0	10	-3
52	.	3	-1
53	-3	8	-3
54	.	16	.
55	1	-56	-5
56	1	.	-3

A draw from above in order of SMILES length, lowest first:
cpd	SMILES	esBAF inh	SIRT5 block	LGR2 inh	FN deposit inh
52	CC(=O)c1cc(C)c(OCc2cn(CC(=O)c3ccc(O)cc3)nn2)c(C)c1	-4	1	-2	9
53	CC1CCc2c(sc(NC(=O)CCCn3cnc([N+](=O)[O-])n3)c2C(N)=O)C1 (configuration not stated)	-6	.	15	-15
50	C[C@@H]1CN([C@H](C)CO)C(=O)c2cc(NC(=O)CCCCCC(=O)Nc3ccccc3N)ccc2O[C@@H]1CN(C)Cc1ccc(Oc2ccccc2)cc1	.	-1	-1	-13

cpd	Casp6 inh	Statin myotox sup	S100A4 MyoIIA
52	.	3	-1
53	-3	8	-3
50	2	.	8

(cont.)
cpd	SMILES	esBAF inh	SIRT5 block	LGR2 inh	FN deposit inh
57	O=C(CN1CCCCCC1)Nc1ccccc1[N+](=O)[O-]	-11	1	7	0
58	COc1ccc(C)cc1S(=O)(=O)N1CCCC(C(=O)N2CCN(c3ccccc3)CC2)C1 (configuration not stated)	.	2	11	12
59	COc1cccc(NC(=O)COC(=O)CCCc2c[nH]c3ccccc23)c1	3	.	.	2
60	CC(=O)N1c2ccc(S(=O)(=O)N3CCCCC3)cc2CC1C(=O)Nc1ccc(F)cc1C (configuration not stated)	0	-2	9	2

cpd	Casp6 inh	Statin myotox sup	S100A4 MyoIIA
57	0	0	1
58	-1	.	0
59	.	-3	.
60	3	5	-12

Bioassay records deposited in PubChem by Broad Institute.
